# Screens deposited in PubChem BioAssay by The Scripps Research Institute Molecular Screening Center.
# ADAM17 inh = ADAM17 inhibitors, primary screen, biochemical, QFRET; Disintegrin and metalloproteinase domain-containing protein 17 (Homo sapiens), P78536; recombinant ADAM17, EDANS/DABCYL FRET peptide cleavage; inhibition, % at 6.95 µM; actives 0.83% (n = 370,000);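 active means inhibition above the mean of compounds lying between control limits plus 3 SD, set per campaign, cut at about 8.5% in these data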;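 further: 0% = DMSO-only wells as the low control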
# Tn6 DDE FP = inhibitors of Tn6 peptide binding to fibrin DD(E), primary screen, biochemical, fluorescence polarization, human fibrin, Tn6 probe; Fibrinogen beta chain (Homo sapiens), P02675; Fibrin DD(E) TRITC-Tn6 fluorescence polarization displacement; inhibition, % at 8.3 µM; actives 0.21% (n = 370,000); AID 720509, 2013;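 active means inhibition above a per-campaign cutoff: mean of compounds within control limits plus 3 SD, cut at about 15% in these data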;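 further: 0% = median of all compound wells on the plate and 100% = blocking peptide control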
# PLC-beta3 inh = human PLC-beta3 inhibitors, primary screen, biochemical, fluorescence; 1-phosphatidylinositol 4,5-bisphosphate phosphodiesterase beta-3 (Homo sapiens), Q01970; Purified PLC-beta3, fluorogenic substrate; inhibition, % at 12.2 µM; actives 0.18% (n = 370,000); in the data active means inhibition above about 11%;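 further: 0% = median of compound wells on plate and 100% = full blocker control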
# Tn7 DDE FP = inhibitors of Tn7 peptide binding to fibrin DD(E), primary screen, biochemical, fluorescence polarization, human fibrin, Tn7 probe; actives 0.13% (n = 370,000); inhibition, % at 8.3 µM; FP displacement of FITC-Tn7 peptide from fibrin DD(E); 0% = median of compound wells per plate; Fibrinogen beta chain (Homo sapiens), P02675;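 active means inhibition above the mean of compounds falling within the control limits plus 3 SD of them, cut at about 14% in these data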;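 further: 0% = plate median of compound wells and 100% = 10 µM Aha-Tn7 peptide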
#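 Assay system: human fibrin DD(E) protein / Input: 2 µM fibrin DD(E) / Benchmarks: high control of 10 µM Aha-Tn7 peptide / Measured by: fluorescence polarization of the labelled Tn7 tracer / Medium: Tris buffer with calcium and detergent, pH 7.8 / Timing: 10 min compound pre-incubation, 3 h probe incubation at room temperature / Repeats: one replicate per compound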
# ARFGAP1 inhibitor = inhibitors of rat ARFGAP1 GAP activity, primary screen, biochemical, fluorescence polarization, GDP tracer; inhibition, % at 16.5 µM; actives 0.26% (n = 360,000); Arfgap1-stimulated ARF1 GTP hydrolysis, GDP FP detection;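 active means inhibition above a per-plate limit, mean inhibition of low control wells plus 3 SD, cut at about 25% in these data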;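 further: 0% = DMSO wells with enzyme and 100% = wells lacking Arfgap1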
# Target sequence (Q62848 1-136 limits assumed): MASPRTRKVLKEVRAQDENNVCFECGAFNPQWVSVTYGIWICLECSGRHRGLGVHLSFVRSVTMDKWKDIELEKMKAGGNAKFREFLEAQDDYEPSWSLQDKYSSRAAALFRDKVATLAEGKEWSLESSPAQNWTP
#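 Material: truncated rat Arfgap1 GAP domain; Incubation: compound-enzyme preincubation 20 min, reaction 120 min, detection 60 min, 25 °C; Read-out: percent inhibition of Arfgap1-stimulated GTP hydrolysis; Technique: FP, GDP Alexa 633 tracer displaced from anti-GDP antibody, 620/688 nm; Controls: No-Arfgap1 wells (100%) versus DMSO full-reaction wells (0%); Replication: single well per compound.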
# UHRF1 MBD2 ctr = UHRF1 methylated DNA binding inhibitors, primary screen, counter-screen for MBD2 inhibitor project, biochemical, TR-FRET, human UHRF1, single concentration; E3 ubiquitin-protein ligase UHRF1 (Homo sapiens), Q96T88; UHRF1 binding to methylated oligo; inhibition, % at 4.4 µM; actives 0.75% (n = 370,000); in the data active means inhibition above about 21%;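 further: UHRF1 SRA domain binding a hemimethylated CpG hairpin DNA probe; 0% = median of test compound wells and 100% = reference inhibitor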
# Target sequence (Q96T88 whole entry, looked up, the tested form may be a part): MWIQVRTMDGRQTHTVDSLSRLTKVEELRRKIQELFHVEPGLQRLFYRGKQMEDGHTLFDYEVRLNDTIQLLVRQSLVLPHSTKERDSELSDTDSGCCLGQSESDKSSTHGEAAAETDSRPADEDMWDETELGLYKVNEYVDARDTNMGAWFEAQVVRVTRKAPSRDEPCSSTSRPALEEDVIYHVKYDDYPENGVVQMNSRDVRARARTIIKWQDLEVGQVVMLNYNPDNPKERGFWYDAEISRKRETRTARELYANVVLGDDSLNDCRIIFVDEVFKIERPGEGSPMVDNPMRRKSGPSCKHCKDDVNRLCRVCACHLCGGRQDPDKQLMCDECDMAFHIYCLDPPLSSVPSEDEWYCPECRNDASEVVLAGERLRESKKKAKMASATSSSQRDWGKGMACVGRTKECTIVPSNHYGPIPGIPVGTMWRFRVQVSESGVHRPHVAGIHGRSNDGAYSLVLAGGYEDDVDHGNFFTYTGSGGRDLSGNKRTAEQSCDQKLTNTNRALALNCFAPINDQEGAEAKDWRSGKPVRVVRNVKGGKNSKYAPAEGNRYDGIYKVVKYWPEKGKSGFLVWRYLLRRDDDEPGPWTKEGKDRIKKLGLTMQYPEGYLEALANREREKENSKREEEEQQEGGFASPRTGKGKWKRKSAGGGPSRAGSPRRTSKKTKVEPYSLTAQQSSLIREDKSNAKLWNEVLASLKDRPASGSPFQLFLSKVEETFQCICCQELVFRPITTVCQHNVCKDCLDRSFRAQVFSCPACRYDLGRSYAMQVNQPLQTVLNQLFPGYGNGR
# MBD2 inh = inhibitors of MBD2 binding to methylated DNA, primary screen, biochemical, TR-FRET, DNA-binding domain, human; MBD2 binding to methylated oligonucleotide; AID 686964, 2013; Methyl-CpG-binding domain protein 2 (Homo sapiens), Q9UBB5; actives 0.31% (n = 370,000); inhibition, % at 4.4 µM; in the data active means inhibition above about 13%
# proKLK7 act = proKLK7 zymogen activators, primary screen, biochemical, fluorescence intensity; purified proKLK7, EDANS-DABCYL substrate fluorescence; 100% is mature enzyme control, 0% vehicle; AID 652039, 2013; Kallikrein-7 (Homo sapiens), P49862; actives 0.9% (n = 370,000); activation, % at 7 µM;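 active means activation above the mean of all tested compounds plus 3 SD, computed per campaign excluding outliers beyond control limits, cut at about 13% in these data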
# PLC-gamma1 inh = PLC-gamma1 enzyme inhibitors, primary screen, biochemical, fluorescence, purified enzyme. actives 0.84% (n = 370,000). AID 720700, 2013. fluorogenic substrate. 1-phosphatidylinositol 4,5-bisphosphate phosphodiesterase gamma-1 (Homo sapiens), P19174. inhibition, % at 12.2 µM; in the data active means inhibition above about 9.5%
# ASAP1 inh = inhibitors of human ASAP1 ArfGAP activity, primary screen, biochemical, fluorescence polarization | Arf-GAP with SH3 domain, ANK repeat and PH domain-containing protein 1 (Homo sapiens), … | ASAP1-stimulated ARF1 GTP hydrolysis, GDP FP detection | inhibition, % at 16.5 µM | actives 0.19% (n = 360,000) | AID 624377, 2012; in the data active means inhibition above about 25%;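 further: 0% = vehicle with enzyme and substrate and 100% = no enzyme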
# * marks the source's active call; other numbers are inactive results; . = not tested or not shown. Random draw from the library. Share with any hit: about 4.1%.
SMILES,ADAM17 inh,Tn6 DDE FP,PLC-beta3 inh,Tn7 DDE FP,ARFGAP1 inhibitor,UHRF1 MBD2 ctr,MBD2 inh,proKLK7 act,PLC-gamma1 inh,ASAP1 inh
O=C(CC1C(=O)NCCN1Cc1cccc(Oc2ccccc2)c1)NCCc1cnccn1 (stereo unspecified),-5.5,-2.5,-17.4,1.2,11.9,1.6,3.2,0.4,-7.7,-4.1
CCN(CC)CCC12CC(C)OC1=Nc1ccccc1NC2=O (stereo unspecified),-0.8,1.2,-2.0,0.8,3.0,-1.9,5.7,-0.9,-1.1,-2.4
CN(C(=O)COC(=O)C1=COCCO1)c1c(N)n(Cc2ccccc2)c(=O)[nH]c1=O,-5.8,-1.6,-0.2,-4.4,-11.8,-0.3,-3.1,-0.3,7.9,-5.3
O=C(Nc1c(-c2ccc3c(c2)OCO3)[nH][nH]c1=O)c1ccccc1,-40.0,-7.3,-23.8,2.7,15.1,8.7,1.2,-34.6,-17.0,30.3*
CC1CCN(CCNC(=O)C2CCCN(S(=O)(=O)c3cccc4nonc34)C2)CC1 (stereo unspecified),1.5,5.2,-3.7,-0.6,5.0,-0.8,1.8,0.4,0.4,0.2
O=C(Nc1cc(S(=O)(=O)Nc2ccccc2F)ccc1Cl)c1ccc(F)cc1F,-2.4,-8.0,2.5,4.0,-5.1,-1.5,5.6,-0.1,-0.7,-4.4
COc1cc(NC(=O)c2ccc3c(c2)OCO3)ccc1NC(=O)C(C)C,-3.6,0.8,1.4,-5.8,-8.2,66.4*,2.2,0.1,-0.4,-13.0
COc1cc(C=C2C(=O)c3ccccc3C2=O)cc(OC)c1OC,0.9,1.2,-5.4,-3.0,-2.9,-8.8,-5.4,0.3,-4.3,5.0
COc1ccccc1NC(=O)CSc1nnc(CNC(=O)c2ccco2)n1C,2.3,5.2,0.1,1.8,5.1,0.8,-2.4,-0.8,3.3,-7.0
CN(C)CC/C=C1/c2ccc(F)cc2Sc2ccc(Cl)cc21,1.1,-4.1,-3.5,-6.7,-3.2,3.9,-1.7,0.2,1.6,5.6
CCCCNc1c(-c2cccc(OC)c2)nc2nc(C)cc(C)n12,-12.3,1.1,-63.1,-2.6,3.2,-1.5,3.2,1.1,-35.6,13.2
Nc1nc(CN2CCN(c3ccccc3)CC2)nc(Nc2ccc(Cl)cc2)n1,2.9,0.1,0.0,-0.4,8.6,-2.2,-6.9,-0.3,-1.7,-14.4
Cc1cccc(C(=O)NCCCNC(=O)c2ccccn2)c1,-3.4,0.1,-2.5,-6.1,2.0,1.0,1.6,0.3,1.6,-12.8
COc1ccc(CNC(=O)COC(=O)CN2C(=O)COc3ccccc32)cc1,-0.9,4.3,-4.2,3.2,-1.7,-2.3,3.9,-0.1,2.2,-6.5
COC(=O)[C@]12C[C@H](CC(=O)N3CCOCC3)C(=O)N(Cc3ccc4c(c3)OCO4)C1=C[C@H](COCc1ccccc1)O[C@@H]2C,-3.7,-7.3,-1.3,3.0,8.1,0.6,4.1,0.1,-0.9,-7.0
S=C(NNC(=S)NC1CC2CCC1C2)NC1CC2C=CC1C2 (stereo unspecified),-5.1,-1.9,0.0,4.7,-10.9,0.6,-3.5,-0.4,2.2,-0.7
COc1cccc(/C=N/NC(=O)c2nnn(-c3nonc3N)c2-c2cccs2)c1,3.2,-4.4,-13.2,-0.8,-7.6,-1.6,-6.3,-0.2,-3.5,-9.4
CC(=O)c1cc(CN2CCC(n3nccc3NC(=O)c3ccccc3)CC2)cs1,2.2,-4.5,-10.4,6.3,9.5,2.4,-0.7,-0.1,1.9,4.3
Cc1ccccc1OCCCN1CCOCC1,-4.6,-10.2,-6.2,1.7,5.5,4.6,5.6,-0.1,0.0,0.4
Oc1ccc(Nc2ncnc3c2oc2ccccc23)cc1,-1.5,-2.4,-17.9,1.2,2.2,-3.4,5.9,0.1,-3.8,10.0
Cc1oc2cc3oc(=O)c(CCC(=O)NCCCC(=O)O)c(C)c3cc2c1C,-114.3,-9.0,-485.8,2.9,6.7,1.2,-2.3,13.7*,-382.5,-2.3
Cc1ccc(-c2nnc(SCC(=O)Nc3ccc(OCc4ccccc4)cc3)n2-c2ccc(Cl)cc2)cc1,1.7,8.3,2.0,-1.3,.,0.1,-2.5,0.5,1.1,.
C=CCOc1ccc2c(CC)cc(=O)oc2c1C,-102.7,-6.5,-16.1,0.4,0.2,-1.6,-1.8,-0.1,-16.0,2.9
CCCS(=O)(=O)NC(=O)C1(C)CCCN(C(=O)c2ccncc2)C1 (stereo unspecified),1.6,-0.6,2.6,-1.6,9.5,0.7,-0.9,-0.6,2.4,-6.8
O=C1NC[C@@H](CCCCN2C[C@H](Cc3ccccc3)N(Cc3ccccc3)C(=O)C2=O)N(CC2CCCCC2)C1=O,-3.2,-3.3,1.2,5.6,0.1,0.6,0.4,0.7,1.4,-8.8
Cc1ccccc1C(=O)N/N=C1/SCC(=O)N1Cc1ccccc1,-2.0,2.0,-1.0,-0.1,8.1,5.8,-1.0,0.1,3.7,10.8
O=C(Nc1cccc(S(=O)(=O)NC2=NCCC2)c1)c1ccccc1,-1.3,-1.4,-0.9,-6.8,-5.0,2.4,-2.3,0.1,-0.4,1.5
Cn1ncn2c(=O)c3c(nc12)-c1ccccc1CC31CCCC1,-35.8,-2.7,-28.7,-8.8,1.7,-1.4,1.9,-0.8,-21.1,5.0
CC(C)(C)N(Cc1cc2ccccc2[nH]c1=O)C(=O)c1ccco1,1.3,4.0,1.2,-5.2,10.1,3.8,0.4,-0.8,1.0,8.9
COc1cccc(NC(=O)Nc2ccc(Br)cn2)c1,-3.0,0.8,-4.1,12.4,6.6,0.5,-0.1,0.6,1.3,6.8
O=C(O)c1ccc(O)c(O)c1,1.2,2.1,5.4,1.2,-7.7,0.6,1.6,-0.4,4.7,1.9
Cc1ccc(C(C(=O)NCC2CCCO2)N(C(=O)c2snc(C(N)=O)c2N)c2ccc(C)c(C)c2)o1 (stereo unspecified),-22.9,4.5,-100.3,2.6,1.2,-4.2,3.7,0.2,-71.8,16.5
O=C(OCCCCN1C(=O)c2ccccc2C1=O)c1ccc(S(=O)(=O)N2CCCC2)cc1,-0.1,3.6,-1.1,-5.9,-1.3,-1.1,-3.8,0.1,-0.5,-4.7
COc1ccc(NC(=O)CCc2nc(-c3ccc(C)cc3)no2)c(OC)c1,-1.8,-5.7,-0.9,-7.4,-3.3,-0.8,0.6,-0.7,-0.3,8.6
COC(=O)c1sc2ccccc2c1-n1cccc1C(=O)C(=O)Nc1ccc(F)cc1,-1.4,2.8,-4.4,-2.6,-6.4,-0.7,-3.2,-0.5,-5.2,7.0
c1ccc(CCNc2ncnc3ccccc23)cc1,0.1,-12.0,-3.5,0.5,24.0,-0.5,-8.9,0.0,-28.1,-11.5
Cc1ccc(C(C(=O)NC2CCCC2)N(Cc2ccc3c(c2)OCO3)C(=O)c2snc(C(N)=O)c2N)cc1 (stereo unspecified),-25.5,1.6,-47.5,1.3,14.8,-0.7,-0.3,-1.7,-15.5,3.6
CC(C)C(c1nnnn1Cc1ccccc1)N(Cc1ccco1)Cc1cccs1 (stereo unspecified),-2.3,4.6,-0.3,7.2,-2.4,0.0,-2.8,0.3,-0.4,6.2
CCCCCc1c(-c2ccccc2F)ncn1CCc1ccccc1OC,4.4,-1.8,1.7,2.8,-9.0,-0.8,-5.2,-0.1,4.7,1.1
CCN(C(=O)CSc1ccc(S(=O)(=O)N2CCOCC2)cn1)c1ccccc1,-3.0,6.2,-6.5,3.3,6.0,-1.5,-2.3,0.3,0.0,10.4
O=C(c1ccccc1)c1cn[nH]c1-c1ccccc1O,0.5,-3.4,2.8,3.2,2.8,0.0,-1.4,-0.4,4.5,-7.0
Cc1[nH]nc2c1C(c1cc(Br)cs1)C(C#N)=C(N)O2 (stereo unspecified),-1.6,-1.2,-3.2,1.9,-2.4,2.8,-2.5,0.1,5.0,2.5
COc1ccc(N(C)S(=O)(=O)c2cccc(C(=O)NCC3CCCCC3)c2)cc1,-0.3,-2.1,-3.4,-4.2,-4.0,2.9,4.3,0.6,0.4,-5.6
CCOC(=O)CCc1c(C)nc2cc(-c3ccc(F)cc3)[nH]n2c1=O,-4.0,-1.3,-0.4,-3.7,9.6,5.4,-2.8,-1.1,0.0,22.0
O=C(Cc1cccs1)N1CCN(C(=O)C2CCCO2)CC1 (stereo unspecified),-4.0,-3.7,-1.1,0.0,-0.5,-1.2,4.2,-0.4,-6.6,-2.4
Cc1nn(C)c(C)c1NC(=O)c1ccccc1NC(=O)Nc1ccccc1,0.9,-2.8,-6.4,-10.1,5.5,-1.3,2.2,-0.9,1.9,-9.7
O=C(NC1CCS(=O)(=O)C1)c1cccc(S(=O)(=O)N2CCCCCC2)c1 (stereo unspecified),-1.4,-0.2,3.1,2.1,6.8,-2.1,-2.2,-1.1,-0.7,4.4
OC1(c2ccccc2Cl)NN=C2CCCCCN21 (stereo unspecified),-3.5,-9.9,-1.4,1.2,1.5,4.0,-0.2,0.2,-1.2,9.9
COc1cc(/C=C(\C#N)C(=O)Nc2ccccc2F)ccc1OCCN1CCOCC1,-1.8,-5.5,-17.3,-4.6,-1.5,-0.6,0.7,1.2,-6.4,1.1

# Looked up one by one from above (2):
SMILES,ADAM17 inh,Tn6 DDE FP,PLC-beta3 inh,Tn7 DDE FP,ARFGAP1 inhibitor,UHRF1 MBD2 ctr,MBD2 inh,proKLK7 act,PLC-gamma1 inh,ASAP1 inh
Cc1nn(C)c(C)c1NC(=O)c1ccccc1NC(=O)Nc1ccccc1,0.9,-2.8,-6.4,-10.1,5.5,-1.3,2.2,-0.9,1.9,-9.7
O=C(NC1CCS(=O)(=O)C1)c1cccc(S(=O)(=O)N2CCCCCC2)c1 (stereo unspecified),-1.4,-0.2,3.1,2.1,6.8,-2.1,-2.2,-1.1,-0.7,4.4
